Rab9 prom act: activates the Rab9 promoter. Huh7 Rab9 promoter-luciferase reporter, luminescence, 24 h. Potency, µM (titrated, usually from 9.22 µM), for the others: at the top dose activation, negative = inhibition, usual class: activators. 2.8% of 320,000 active; further: potency means the concentration at half of the fitted maximal effect; % of control where 0% means no effect; nearly all actives have a fitted effect of over 60% in size
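Measured in stably transfected Huh7 cells bearing a Rab9 promoter–luciferase construct: 24 h compound treatment at 37 °C, followed by luminescence detection.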
NPC1 prom act: activators of NPC1 promoter; Huh7 NPC1 promoter luciferase reporter, 24 h; Potency, µM (doses to about 9.22 µM), without a hit: at the top dose activation, actives largely listed as activators; 2.4% of 320,000 active; AID 485313;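 further: potency means the concentration at half of the fitted maximal effect; % of control where 0% means no effect; nearly all actives have a fitted effect of over 60% in size; reporter is driven by a mutant NPC1 promoter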
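Huh7 cells stably carrying NPC1 promoter–luciferase, plated in Opti-MEM with 10% FBS for 2 h, were exposed to compound in DMSO for 24 h at 37 °C; luciferase reagent was added for 10 min and luminescence read.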
TRPV1 agonist: agonists of human vanilloid receptor 1 (TRPV1); Q8NER1; TRPV1-expressing cells, Fluo-8 calcium influx, agonist mode; activation, % at 8.33 µM; 0.19% of 320,000 active; AID 540275; in the data active means activation above about 80%; inconclusive means between about 30% and that limit; further: 0% is about no effect
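TRPV1-expressing cells were cultured overnight at 35.5C and loaded with Fluo-8 calcium dye for 40 to 90 min at room temperature. After a 10 s baseline, compound was added and calcium influx was read kinetically for 3 min (ex 480/em 520 nm).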
Tb PFK block: inhibitors of T. brucei phosphofructokinase | AID 485367 | Potency, µM (series often up to 57.5 µM), inactives show top-dose activity, negative = inhibition, usual class: inhibitors | T. brucei PFK, ADP-Glo luminescence | 0.17% of 330,000 active;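 further: potency means the concentration at half of the fitted maximal effect; 0% = uninhibited 1x PFK enzyme wells and -100% = no-enzyme wells; nearly all actives have a fitted effect of over 60% in size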
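ADP-Glo luminescence quantified ADP after 45 min at room temperature, with 1.25 nM T. brucei PFK, 0.1 mM ATP and 0.5 mM fructose-6-phosphate in pH 8.0 TEA buffer. qHTS titrations up to 57 µM; curves classified by quality.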
ELG1 DNA repair: ELG1-dependent DNA repair inhibition; AID 504467; 2.3% of 330,000 active; HEK293T ELG1-luciferase reporter, luminescence, 16 h; DNA damage induced by 5-fluorouridine; Potency, µM (highest dose often 46.1 µM), without a hit: top-dose activity change, negative = inhibition, usual class: inhibitors; further: potency means the concentration at half of the fitted maximal effect; on the % scale 0 is the no-effect control and ±100 the full control effect; nearly all actives have a fitted effect of over 55% in size
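Reporter activity after DNA damage by 5-fluorouridine is monitored. Compound-treated cells incubate 16 hr at 37 °C, then ONE-Glo is added for 30 min before luminescence reading.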
ELG1 genotoxic: genotoxicity induction in ELG1-luciferase HEK293T cells; HEK293T ELG1-luciferase reporter, luminescence, 16 h; Potency, µM (doses to about 46 µM), inactives show top-dose activity change, positive = activation, hits mostly activators; 1.3% of 330,000 active; AID 504466; further: potency means the concentration at half of the fitted maximal effect; % of control where 0% means no effect; nearly all actives have a fitted effect of over 60% in size
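Screening used a luciferase reporter fused to human ELG1 in HEK293T cells. Luminescence was read on a CCD plate imager after 16 hr exposure and 30 min ONE-Glo incubation.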
FLuc modulator: inhibits or activates purified firefly luciferase, miR-21 counter-screen. 6.9% of 360,000 active. P08659. purified FLuc, Km substrates, luminescence inhibition. Potency, µM (doses to about 57.5 µM), without a hit: top-dose activity change, negative = inhibition, most hits filed as inhibitors;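 further: potency means the concentration at half of the fitted maximal effect; plate controls were vehicle for no effect and reference inhibitor for full effect; nearly all actives have a fitted effect of over 55% in size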
Target sequence (P08659 whole entry, looked up): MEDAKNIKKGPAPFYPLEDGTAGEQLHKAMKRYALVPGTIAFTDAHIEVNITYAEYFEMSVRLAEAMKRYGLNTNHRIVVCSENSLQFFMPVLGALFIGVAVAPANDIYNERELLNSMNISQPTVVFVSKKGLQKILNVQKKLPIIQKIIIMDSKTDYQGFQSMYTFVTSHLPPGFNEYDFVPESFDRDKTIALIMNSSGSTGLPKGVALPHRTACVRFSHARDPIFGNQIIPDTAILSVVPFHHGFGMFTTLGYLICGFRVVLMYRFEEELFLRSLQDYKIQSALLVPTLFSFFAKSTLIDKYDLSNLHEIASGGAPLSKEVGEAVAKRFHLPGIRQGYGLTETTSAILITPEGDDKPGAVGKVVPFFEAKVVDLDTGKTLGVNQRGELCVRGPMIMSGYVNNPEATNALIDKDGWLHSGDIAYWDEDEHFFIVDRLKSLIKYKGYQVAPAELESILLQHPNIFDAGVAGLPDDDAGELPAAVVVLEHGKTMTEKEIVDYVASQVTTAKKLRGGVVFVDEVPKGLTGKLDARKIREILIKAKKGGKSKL
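Biochemical qHTS of compounds, final roughly 60 µM downward over six points, against 10 nM purified firefly luciferase using Km concentrations of substrates (10 uM D-luciferin, 10 uM ATP) in Tris acetate pH 7.5 buffer; luminescence output.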
Gal4-VP16 FLuc: Gal4-VP16 reporter inhibition counter-screen | Drosophila S2 Gal4-VP16 UAS-luciferase, luminescence, 20 h | Potency, µM (highest dose often 53.6 µM), for inactives: at the highest dose activity, negative = inhibition, most hits filed as inhibitors | 3.5% of 310,000 active | AID 2546;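 further: Gal4-VP16 expression switched on by copper sulfate through the metallothionein promoter; potency means the concentration at half of the fitted maximal effect; on the % scale 0 is the no-effect control and ±100 the full control effect; nearly all actives have a fitted effect of over 50% in size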
RORg inh: blocks mouse ROR gamma transcriptional activity. Drosophila S2 Gal4-RORgamma UAS-luciferase reporter, 20 h. Potency, µM (highest dose often 53.6 µM), inactives show at the highest dose activity change, negative = inhibition, hits mostly inhibitors. 5.4% of 310,000 active. AID 2551; further: potency means the concentration at half of the fitted maximal effect; on the % scale 0 is the no-effect control and ±100 the full control effect; nearly all actives have a fitted effect of over 60% in size
Target sequence (P51450 whole entry, looked up, the tested form may be a part): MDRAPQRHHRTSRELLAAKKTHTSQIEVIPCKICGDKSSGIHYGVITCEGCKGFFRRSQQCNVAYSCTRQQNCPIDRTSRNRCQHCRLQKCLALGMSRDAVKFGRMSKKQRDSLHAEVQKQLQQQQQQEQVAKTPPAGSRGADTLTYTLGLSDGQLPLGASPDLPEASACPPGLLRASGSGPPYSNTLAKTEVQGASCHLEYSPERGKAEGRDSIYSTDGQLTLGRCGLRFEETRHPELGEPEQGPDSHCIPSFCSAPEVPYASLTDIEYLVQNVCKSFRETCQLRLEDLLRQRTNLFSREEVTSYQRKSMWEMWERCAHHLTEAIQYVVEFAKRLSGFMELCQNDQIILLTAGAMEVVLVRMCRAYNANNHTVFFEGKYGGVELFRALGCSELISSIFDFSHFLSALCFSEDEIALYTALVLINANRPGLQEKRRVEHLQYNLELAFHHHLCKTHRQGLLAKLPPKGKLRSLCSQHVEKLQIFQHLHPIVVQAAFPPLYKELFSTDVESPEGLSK
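Luciferase reporter read in Schneider cells carrying Gal4-RORγ (mouse) and UAS-Photinus luciferase; cells given compound 1 h before 700 uM copper sulfate induction, then incubated 20 h at ambient temperature.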
p53 reactivation: mutant p53 re-activation in reporter cells. 0.063% of 320,000 active. H1299 p53-A138V BP100-luciferase reporter, luminescence, 24 h. Potency, µM (titrated, usually from 92.2 µM), without a hit: at the top dose activity change, positive = activation, usual class: activators; further: potency means the concentration at half of the fitted maximal effect; % of control where 0% means no effect; nearly all actives have a fitted effect of over 45% in size
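H1299 (p53-null), stable ts p53-A138V + BP100-Luc; 1000 cells/well, Opti-MEM/10% FBS; cpd 4 pt, 1:5; 24 h, 37 deg C, 5% CO2; detection reagent 10 min RT; luminescence.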
BRCA1 expr up: increases BRCA1 expression. MCF7-BRCA1-FFLuc reporter, luminescence, 48 h; response scale: scaled: vehicle 0%, 10 µM genistein 100%. Potency, µM (doses to about 46.1 µM), without a hit: at the top dose activation, hits mostly activators. 1.1% of 380,000 active; further: potency means the concentration at half of the fitted maximal effect; nearly all actives have a fitted effect of over 80% in size; some results filed as inactive show a strong effect at the top dose
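Reporter cells (MCF7, BRCA1 promoter-firefly luciferase) received library compounds across a concentration series for 48 h. End-point luminescence was measured and concentration-effect curves derived after normalization.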
* = called active by the depositor; ? = inconclusive; nt = no result given; [ ] = remark or other dose. Unless noted, the call rests on the fitted dose curve; in most records, active means well fitted curve in the direction sought with a large enough effect; inconclusive means small, poorly fitted or top-dose-only effect, or another doubt; inactive means no such curve, though single readings can be large; an effect the other way counts as inactive or inconclusive.

SMILES	Rab9 prom act	NPC1 prom act	TRPV1 agonist	Tb PFK block	ELG1 DNA repair	ELG1 genotoxic	FLuc modulator	Gal4-VP16 FLuc	RORg inh	p53 reactivation	BRCA1 expr up
CC1(C)CC(NC(=O)c2cc(S(=O)(=O)N3CCOCC3)ccc2Cl)CC(C)(C)N1	nt	nt	nt	-3%	21%	3%	nt	nt	nt	2%	-7%
Cc1cc(O)cc(=O)n1Cc1ccco1	-6%	-2%	0	0%	9%	0%	1%	-2%	-2%	1%	0%
CSc1ccc(S(=O)(=O)N2CCC(C(=O)NCc3ccco3)CC2)cc1	-5%	-1%	-2	6%	0%	-3%	1%	?	26%	-5%	-17%
O=C(Nc1nc2cc(Cl)ccc2s1)C1CCCN(S(=O)(=O)c2cccc3cccnc23)C1 (configuration not stated)	-7%	-5%	-1	-5%	16µM*	-16%	-2%	-13%	-40%	2%	-21%
COc1ccc(CN(C)CC(=O)Nc2ccccc2C(=O)NC2CC2)cc1	-3%	-2%	1	-4%	-8%	-2%	1%	nt	nt	1%	3%
NS(=O)(=O)c1ccc(CCNC(=O)CCCn2c(SCC(=O)N3CCCC3)nc3ccsc3c2=O)cc1	-2%	-1%	1	1%	-4%	1%	5%	-2%	24%	-1%	-4%
CN(c1nnc(N)s1)C1CCCCC1	0%	-1%	-7	0%	22%	0%	-17%	0%	-1%	3%	2%
COc1ccc(NC(=O)c2cccnn2)cc1	28%	28%	-2	0%	?	?	?	-5%	0%	17%	13µM*
CCn1nc(C)c(/C=N/NC(=O)Cn2nccc2C)c1C	25%	27%	0	-1%	?	?	?	-6%	1%	?	?
O=C(c1ccc([N+](=O)[O-])c(CS(=O)(=O)c2ccc(Cl)cc2)c1)N1CCCC1	-7%	-1%	3	-5%	-9%	-1%	-2%	5%	3%	5%	-21%
CC(=O)c1ccc(NC(=O)c2ccc(C)c(Br)c2)cc1	0.79µM*	2.5µM*	-16	-6%	?	?	6µM*	?	-23%	14%	?
Cc1ccc2c(c1)C1CN(C)CCC1N2C(=O)COc1ccc(N(C)C(=O)c2ccccc2)cc1 (configuration not stated)	1%	-2%	-1	1%	-7%	0%	?	-1%	37%	18%	3%
Cc1cc(NC(=O)CSCc2nc(-c3cccc(F)c3)oc2C)no1	-4%	0%	2	-7%	-24%	3%	0%	-21%	1%	-11%	6%
Cc1ccc(C)c(-n2ccnc2SCC(N)=O)c1	0%	-2%	3	3%	-4%	-1%	-2%	-14%	10%	-4%	-14%
Cc1cc(OC(=O)c2ccccc2C(F)(F)F)c([N+](=O)[O-])c(=O)[nH]1	-3%	0%	3	-3%	10%	0%	-2%	0%	-23%	6%	1%
COc1ccc(Cl)cc1NC(=O)C(=O)NC1CCCCCC1	-3%	-5%	7	4%	6%	-2%	-3%	-2%	0%	-3%	-8%
O=C(NNC(=O)C1CCN(Cc2ccc(F)cc2Cl)CC1)Nc1ccc([N+](=O)[O-])cc1	-4%	-6%	1	-1%	?	-7%	-10%	-14%	-2%	14%	-23%
COc1ccccc1C(=O)Nc1ccnn1C1CCN(C(=O)c2cnsn2)CC1	22%	5%	-1	1%	?	11%	-16%	4%	15%	8%	-5%
CN(C(=O)COC(=O)C1COc2ccccc2O1)C1(C#N)CCCCC1 (configuration not stated)	2%	1%	3	-10%	-1%	-4%	-2%	nt	nt	-2%	2%
COC(=O)c1[nH]c(C)c(/C(O)=C2\C(=O)C(=O)N(CCN3CCOCC3)C2c2ccco2)c1C (configuration not stated)	0%	-4%	0	2%	-2%	-1%	1%	1%	23%	0%	3%

Taken from the entries so far (2 entries):
SMILES	Rab9 prom act	NPC1 prom act	TRPV1 agonist	Tb PFK block	ELG1 DNA repair	ELG1 genotoxic	FLuc modulator	Gal4-VP16 FLuc	RORg inh	p53 reactivation	BRCA1 expr up
CC1(C)CC(NC(=O)c2cc(S(=O)(=O)N3CCOCC3)ccc2Cl)CC(C)(C)N1	nt	nt	nt	-3%	21%	3%	nt	nt	nt	2%	-7%
Cc1cc(O)cc(=O)n1Cc1ccco1	-6%	-2%	0	0%	9%	0%	1%	-2%	-2%	1%	0%

The list goes on:
SMILES	Rab9 prom act	NPC1 prom act	TRPV1 agonist	Tb PFK block	ELG1 DNA repair	ELG1 genotoxic	FLuc modulator	Gal4-VP16 FLuc	RORg inh	p53 reactivation	BRCA1 expr up
c1ccc2c(c1)nc(NCc1ccc3c(c1)OCO3)n2CCN1CCOCC1	-10%	-5%	2	-2%	2%	-2%	-12%	9%	-2%	-5%	-11%
O=[N+]([O-])c1ccc2nc(SCc3cn4cccnc4n3)[nH]c2c1	9%	8%	1	-6%	22%	5%	-9%	2%	14%	1%	29%
Cn1c(=O)c2c(nc(CN3CCCCC3)n2CCc2ccccc2)n(C)c1=O	1%	10%	2	-6%	-22%	-4%	1%	-3%	-6%	1%	-11%
CCc1ccc(NC(=O)C(=O)NNC(=O)c2ccc(OC)cc2)cc1	1%	0%	4	5%	-11%	-5%	0%	1%	-38%	-1%	-2%
CC(=O)c1ccc(-n2nnnc2SCC(=O)NNC(=O)c2ccco2)cc1	-10%	1%	2	-3%	-1%	-1%	7%	-6%	8%	0%	-4%
CCCCNC(=O)c1sc(=S)n2c1[nH]c(=O)c1ccc(C(=O)NCCc3ccc(OC)c(OC)c3)cc12	-9%	-2%	3	-15%	-2%	-3%	?	-3%	-30%	0%	18%
COc1cc(/C=N/n2c(-c3cc(C)[nH]n3)n[nH]c2=S)ccc1O	8%	0%	2	2%	?	2%	0%	-10%	3%	0%	-25%
CC1CCCCC1NC(=O)C1CCCN1S(=O)(=O)c1cccc2nsnc12 (configuration not stated)	-9%	4%	-3	-5%	?	-2%	0%	15%	29%	-2%	21%
CN(C)/N=C/C=C1\CCC/C(=C/c2cccs2)C1=O	3.2µM*	?	nt	0%	?	?	0.85µM*	?	13%	13%	?
c1ccc(CSc2ccc(-c3cccnc3)nn2)cc1	?	?	28	4%	?	13%	21µM*	-17%	35%	?	?
CCOC(=O)N1CCN(S(=O)(=O)N2CCCC(C(=O)NCc3ccc(F)cc3)C2)CC1 (configuration not stated)	0%	4%	-2	2%	-1%	-2%	-1%	0%	-12%	21%	-1%
CCOC(=O)/C(C#N)=C/Nc1ccsc1C(=O)OC	-13%	-4%	1	1%	-4%	5%	3%	-6%	2%	-2%	-10%
O=C(CSC1=Nc2ccccc2C2=NC(CC(=O)NCc3ccco3)C(=O)N12)NCC1CCCO1 (configuration not stated)	6%	-1%	7	-4%	3%	-6%	-6%	-1%	-12%	-17%	0%
Cc1cc(-c2nc(C)c(C(=O)NN)s2)no1	10%	1%	nt	4%	?	0%	-11%	?	-109%	4%	-75%
COc1ccccc1C(=O)NC(=O)COC(=O)CCS(=O)(=O)c1ccc(C)cc1	-3%	-2%	-1	-1%	3%	-1%	2%	nt	nt	2%	3%
COc1ccc(C(=O)c2sc3nc(-c4ccccc4)ccc3c2N)cc1OC	3%	-32%[inhibitor]	1	0%	1%	-1%	-2%	?	-43%	-10%	-26%
O=C1c2cccc(OCC(=O)N3CCCc4ccccc43)c2CCN1Cc1cccnc1	-14%	-12%	3	?	7.3µM*	-18%	-5%	?	?	-5%	-47%
O=C(NCCc1ccccc1)c1ccc(Cl)c([N+](=O)[O-])c1	27%	23%	?	-4%	?	14%	?	-3%	-3%	6%	4µM*
CCCOc1ccc(CCC(=O)N/N=C/c2ccco2)cc1	10%	0%	-1	-4%	4%	1%	-5%	-6%	1%	-2%	-6%
O=C(c1ccc(CN2CCOCC2)cc1)N1CCN(Cc2ccccc2)CC1	9%	4%	1	3%	-1%	2%	-1%	1%	-5%	-7%	-16%
O=C(C1CCN(C2CCN(Cc3ccc4c(c3)CCO4)CC2)CC1)N1CCCC1	-12%	-3%	1	0%	-12%	-8%	0%	-7%	4%	4%	-20%
CCOC(=O)c1ccc(-c2c(C(=O)OCC)oc3cc(O)c(CC)cc3c2=O)o1	-1%	-2%	-4	-1%	?	-10%	-16%	?	3.2µM*	-22%	3%
COc1ccc(NC(=O)N2CCCC(c3nc(-c4ccc(C(C)C)cc4)no3)C2)cc1 (configuration not stated)	0%	6%	13	-6%	?	1%	?	-10%	?	?	-31%
COC(=O)C1CCN(c2ccc(C(N)=O)cc2[N+](=O)[O-])CC1	8%	-3%	0	6%	2%	0%	0%	11%	?	5%	15%
N#Cc1cc(-c2ccccc2)nc(Oc2ccccc2)n1	-3%	-5%	-6	0%	-20%	0%	-6%	8%	-1%	6%	-3%
O=C(Nc1ccc(S(=O)(=O)Nc2cnc3ccccc3n2)cc1)c1cc(F)c(F)cc1Cl	6%	0%	2	-2%	-1%	-1%	0%	3%	8%	1%	-5%
COc1cc(/C=N/N2CCN(Cc3ccc(Cl)cc3)CC2)cc(Br)c1O	1%	-1%	11	-6%	-16%	-7%	0%	?	?	4%	-3%

Bioassay records deposited in PubChem BioAssay by National Center for Advancing Translational Sciences (NCATS).
